Compound activity from PubChem BioAssay.
Pol kappa inh: blocks human DNA polymerase kappa activity; Q9UBT6; purified Pol kappa, fluorescent DNA synthesis assay, 10 min; Potency, µM (top dose mostly 107 µM), without a hit: at the highest dose activity, negative = inhibition, hits mostly inhibitors; 400,000 tested, 0.53% active; AID 588579; also: potency is read from the fitted curve at half-maximal effect; % is scaled to controls: 0 for no effect and ±100 for the full control effect
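50 nM final substrate added after 15 min RT preincubation of 10 nM Pol kappa with compound; fluorescence read at 0 and 10 min.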
Anesthetic bind: binds horse apoferritin like a general anesthetic | P02791 | apoferritin/1-aminoanthracene competitive binding, fluorescence | Potency, µM (top dose mostly 77.5 µM), for inactives: at the top dose activity change, negative = displacement, hits mostly inhibitors | 350,000 tested, 0.074% active; also: potency is read from the fitted curve at half-maximal effect; % is scaled to controls: 0 for no effect and ±100 for the full control effect; nearly all actives have a fitted effect of over 20% in size
Target sequence (P02791 2-175 limits assumed): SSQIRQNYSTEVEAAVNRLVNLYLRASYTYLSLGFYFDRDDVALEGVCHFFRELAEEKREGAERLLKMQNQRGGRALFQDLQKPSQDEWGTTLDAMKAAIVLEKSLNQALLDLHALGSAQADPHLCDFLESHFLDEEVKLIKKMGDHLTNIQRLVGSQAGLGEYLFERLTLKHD
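Concentration-response curves derived by four-parameter Hill fitting of normalized fluorescence, where compounds displaced 1-AMA from 10 uM horse apoferritin following a brief 10 min room-temperature incubation; propofol titration acted as positive control.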
ALOX12 inh: ALOX12 (human) lipoxygenase inhibition. 580,000 tested, 1.1% active. Potency, µM (top dose mostly 108 µM), without a hit: at the highest dose activity change, negative = inhibition, actives largely listed as inhibitors. P18054. purified 12hLO, xylenol orange hydroperoxide absorbance; also: potency is read from the fitted curve at half-maximal effect; % is scaled to controls: 0 for no effect and ±100 for the full control effect
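Purified human 12hLO at 150 nM in 25 mM Hepes, 0.01% Triton X-100, pH 7.0, preincubated 15 min at room temperature with compound. Reaction started with 40 uM arachidonic acid, 30 min at room temperature. Hydroperoxide measured by Fe-xylenol orange, 573/405 nm absorbance ratio.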
POLI inh: DNA polymerase iota (human) inhibition; 390,000 tested, 1% active; Pol iota fluorescent replication assay, 10 min; Q9UNA4; AID 588590; Potency, µM (highest dose often 115 µM), for the others: at the highest dose activity, negative = inhibition, usual class: inhibitors; also: potency is read from the fitted curve at half-maximal effect
Target sequence (Q9UNA4 whole entry, looked up): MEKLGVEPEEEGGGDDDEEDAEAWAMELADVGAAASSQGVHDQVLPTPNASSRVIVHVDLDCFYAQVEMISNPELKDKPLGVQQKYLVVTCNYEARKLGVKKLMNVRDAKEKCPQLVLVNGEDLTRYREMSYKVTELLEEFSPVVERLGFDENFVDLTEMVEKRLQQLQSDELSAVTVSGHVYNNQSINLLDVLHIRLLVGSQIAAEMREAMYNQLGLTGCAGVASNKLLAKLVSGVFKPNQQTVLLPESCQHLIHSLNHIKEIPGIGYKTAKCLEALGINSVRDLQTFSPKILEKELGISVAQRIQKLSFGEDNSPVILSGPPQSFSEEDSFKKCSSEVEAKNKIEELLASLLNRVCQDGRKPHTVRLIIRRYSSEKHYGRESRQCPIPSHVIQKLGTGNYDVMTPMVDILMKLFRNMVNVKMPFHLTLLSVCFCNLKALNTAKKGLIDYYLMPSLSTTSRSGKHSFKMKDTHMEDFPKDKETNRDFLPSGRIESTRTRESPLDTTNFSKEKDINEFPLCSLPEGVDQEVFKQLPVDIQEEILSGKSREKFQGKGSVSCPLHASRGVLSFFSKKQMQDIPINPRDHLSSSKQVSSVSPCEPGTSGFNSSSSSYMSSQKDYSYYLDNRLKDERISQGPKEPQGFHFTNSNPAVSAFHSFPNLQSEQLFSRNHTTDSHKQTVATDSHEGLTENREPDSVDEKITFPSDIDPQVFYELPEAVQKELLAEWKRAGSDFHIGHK
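Fluorescent replication assay read twice, at 0 min and 10 min after adding 50 nM (final) substrate. Enzyme (10 nM) and compounds were first incubated 15 min at room temperature; enzyme-free buffer wells were negative controls.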
TRHR ag: activates the human TRH receptor; P34981; 360,000 tested, 0.18% active; activation, % at 2 µM; AID 493084; TRHR cells, calcium flux fluo-8, FDSS agonist mode; in the data active = activation above about 30%; also: 0% is about no effect
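Agonist-mode FDSS calcium read (Ex 480/Em 530, 1 s cycles) in 1536-well TRHR cells with fluo-8 dye, after 10-cycle baseline and 23 nL compound addition; TRH at EC20 (10 nM final) added afterwards for the enhancer phase.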
ERG-DNA inh: blocks human ERG Ets domain binding to DNA; AID 624246; Potency, µM (series often up to 76.9 µM), inactives show top-dose FP activity, negative = inhibition, usual class: inhibitors; fluorescence polarization, His-ERG Ets domain / labelled DNA; 370,000 tested, 0.028% active; P11308; active = well fitted inhibition curve with a large enough effect in the polarisation, with a control signal flat; inconclusive = small, poorly fitted or top-dose-only effect, or effect the other way, or a change in a side signal; inactive = no such curve, though single readings can be large or run the other way; the % refers to the polarisation;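 also: polarization taken with two DNA probes labelled with fluorescein and Texas red; potency is read from the fitted curve at half-maximal effect; % of control where 0% means no effect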
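His-tagged ERG Ets domain (1 uM in the protein solution; 300mM KCl, 50mM Tris-HCl, 1mM EDTA, 1mM DTT, pH 7.5) received compound, then a probe mix of 5 nM fluorescein-DNA and 100nM Texas-615-DNA. Fluorescence polarization was read for both dyes.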
BLM inh: blocks DNA unwinding by human BLM helicase; P54132; recombinant BLM DNA unwinding, fluorescence dequenching; Potency, µM (top dose mostly 56.1 µM), for the others: at the highest dose activity change, negative = inhibition, most hits filed as inhibitors; 350,000 tested, 0.2% active;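 also: potency is read from the fitted curve at half-maximal effect; plate controls were vehicle for no effect and no enzyme for full effect; nearly all actives have a fitted effect of over 35% in size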
APEX1 inh: APE1 (human) endonuclease inhibition; P27695; recombinant APE1, TAMRA/BHQ-2 abasic DNA cleavage fluorescence; Potency, µM (titrated, usually from 65.8 µM), without a hit: top-dose activity change, negative = inhibition, actives largely listed as inhibitors; 350,000 tested, 0.35% active; AID 2517;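 also: potency is read from the fitted curve at half-maximal effect; plate controls were vehicle for no effect and reference inhibitor for full effect; nearly all actives have a fitted effect of over 55% in size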
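Quantitative HTS: incision of a TAMRA/BHQ-2 double-stranded substrate bearing a tetrahydrofuran abasic site by 0.75 nM APE1 raises fluorescence. Substrate 50 nM final, added after 15 min compound preincubation at room temperature; progress as third-minus-first kinetic read difference.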
POLB inh: DNA polymerase beta (human) inhibition. P06746. Pol beta primer extension/strand displacement, fluorescence kinetic. Potency, µM (titrated, usually from 114 µM), without a hit: top-dose activity change, negative = inhibition, hits mostly inhibitors. 340,000 tested, 1.3% active. AID 485314; also: potency is read from the fitted curve at half-maximal effect; % is scaled to controls: 0 for no effect and ±100 for the full control effect
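Homogeneous kinetic assay of primer extension and strand displacement by 10 nM Pol beta, preincubated 15 min at room temperature with compound before 50 nM substrate (final) was added. Read at 0 and 10 min; four-parameter Hill fit.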
An asterisk follows results filed as active; ? = inconclusive; . = not tested or not shown; [ ] = dose if it differs, or a comment. Unless noted, calls follow the shape of the dose curve; as a rule, active = well fitted curve in the direction sought with a large enough effect; inconclusive = small, poorly fitted or top-dose-only effect, or another doubt; inactive = no such curve, though single readings can be large; an effect the other way counts as inactive or inconclusive.

SMILES	Pol kappa inh	Anesthetic bind	ALOX12 inh	POLI inh	TRHR ag	ERG-DNA inh	BLM inh	APEX1 inh	POLB inh
CN(C(=O)CN1C(=O)S/C(=C\c2ccccc2)C1=O)C1CCS(=O)(=O)C1 (centres undefined)	-11%	-3%	21%	7%	-0.7	11%	2%	-1%	22%
CC(C)CC(NC(=O)C1CCC(=O)N1C(=O)OCc1ccccc1)C(=O)NC(Cc1ccccc1)C(N)=O (centres undefined)	-3%	-5%	-17%	-15%	0.7	3%	-4%	3%	26%
CC1(C)Cc2nc3sc4c(=O)n(Cc5ccccc5)cnc4c3cc2CS1	-12%	?	-4%	2%	0.6	1%	-3%	?	3%
O=C(CSc1nnnn1-c1ccccc1F)NNC(=O)c1ccco1	1%	-3%	-5%	-21%	0.7	1%	0%	-1%	8%
CC(C)=CCN1CCN(Cc2ccc(C#CC(C)(C)O)cc2)CC1CCO (centres undefined)	-9%	-7%	-9%	20%	0.7	-3%	-2%	11%	26%
O=C(Nc1ccc(Oc2ncnc3cc(Cl)ccc23)nc1)c1cccs1	6%	3%	351%[activator]	-11%	0.0	-26%	1%	1%	2%
CC(C)(C)C(=O)Cn1ncc(Br)c(Br)c1=O	3%	-17%	-1%	-6%	-0.6	15%	-3%	-3%	6%
O=C(NN(Cc1ccccc1)Cc1ccccc1)c1ccccc1	-5%	.	-1%	22%	.	-9%	.	.	.
O=C1COc2ccc(S(=O)(=O)CCC(=O)N3CCN(c4ccccc4)CC3)cc2N1	-1%	4%	-3%	1%	-0.7	0%	2%	32%	-19%
CCCNc1nc(-c2cc(C(=O)Nc3ccccc3)on2)cc(C(C)C)n1	-11%	.	10%	-20%	.	7%	.	.	.
Nc1nnn(CC(=O)N/N=C/c2ccccc2)n1	19%	1%	4%	27%	-0.5	-3%	2%	1%	-6%
Cc1ccc(/C=C/c2nnc(-c3ccccc3)o2)cc1	-3%	-12%	6%	13%	1.2	.	-3%	14%	-4%
Cc1csc(CNC(=O)c2cc(COc3c(C)cccc3C)on2)n1	9%	53%[activator]	26%	-30%	0.4	12%	-4%	25%	0%
Cc1nc(-c2ccc(Cl)cc2)sc1C1(C)CC(c2ccc(Cl)cc2)=NO1 (centres undefined)	-12%	.	?	?	.	39%[activator]	.	.	.
Cc1ccc(OCCn2c(C3CC(=O)N(Cc4ccc(F)cc4)C3)nc3ccccc32)c(C)c1 (centres undefined)	-13%	65%[activator]	-20%	-12%	-0.9	5%	0%	.	6%
COc1ccc([C@@H]2[C@@H]3C(=O)N(C(C)(C)C)C(=O)[C@@H]3[C@]3(Cc4ccc(Cl)cc4)C(=O)N(c4ccc(Br)cc4)C(=O)N23)cc1	1%	-3%	?	25%	1.1	-1%	-13%	0%	-18%
CC1CCN(C(=O)Cn2cc(C(F)(F)F)ccc2=O)c2ccccc2S1 (centres undefined)	10%	.	198%[activator]	-9%	.	-7%	.	-20%	.
CC(=O)c1c(C)[nH]c(C(=O)Nc2ccc(F)c(F)c2F)c1C	-6%	0%	7%	39%[activator]	-0.6	-6%	-2%	40%[activator]	-28%
Cc1ccc(C(=O)N2CCCC(C(F)(F)F)C2)cc1S(=O)(=O)N1CCCCC1 (centres undefined)	-10%	.	?	29%	-0.1	4%	.	36%[activator]	.
COc1ccccc1-n1c(SCC(=O)Nc2cccc(C(=O)O)c2)nnc1-c1ccccc1C	-9%	-5%	10%	18%	1.2	-7%	-2%	18%	-1%
COc1ccccc1N1CCN(C(=O)CN2C(=O)C3CCCCC3C2=O)CC1 (centres undefined)	-4%	-5%	18%	20%	0.6	-28%	-4%	-1%	10%
c1ccc2nc3c(nc2c1)CCCC3	-10%	-4%	-32%	-23%	0.3	-4%	-5%	19%	2%
CCOC(=O)C1CCN(C(=O)COc2ccc(S(=O)(=O)N3CCCC3)cc2C)CC1	-7%	0%	2%	15%	-0.1	12%	0%	30%[activator]	-9%
COc1ccc2nc(N3CCC(O)CC3)c(C#N)cc2c1	-5%	795%[activator]	0%	77%[activator]	15	3%	3%	-4%	15%
Cc1cc(SCC(=O)c2ccc(O)c(O)c2)n2nc(C)c(-c3ccccc3)c2n1	-18%	-13%	40µM*	14%	0.2	-2%	-13%	-8%	4%
SMILES	Pol kappa inh	Anesthetic bind	ALOX12 inh	POLI inh	TRHR ag	ERG-DNA inh	BLM inh	APEX1 inh	POLB inh
Cc1ccc(NC(=O)CN2CCN(c3ccccc3F)CC2)cc1F	-6%[60.1 µM]	6%	-8%	12%	-1.0	1%	-5%	.	-23%
O=S(Cc1ccc(Br)cc1)Cc1nnc(SCc2c(F)cccc2Cl)n1-c1ccccc1 (centres undefined)	-19%	-11%	?	7%	-1.2	-8%	-8%	-3%	1%
COc1ccccc1CN(C)C(=O)CSCC(=O)Nc1ccccc1F	1%	.	352%[activator]	63%[activator]	.	3%	.	32%	.
Cc1ccc(-n2c(=O)c3c4c(sc3n(CC(=O)Nc3ccccc3C)c2=O)CCCCC4)cc1C	-20%	-11%	-5%	?	-1.7	6%	-7%	.	4%
O=C1c2ccccc2C(=O)N1CC(=O)N1c2ccccc2CCc2ccccc21	-4%	-22%	-12%	9%	0.0	9%	-8%	-8%	14%
Cc1ccc(OCCCCN2CCC(C)CC2)cc1	0%	5%	.	145%[activator]	0.8	24%	-1%	45%[activator]	-2%
COc1ccc(-c2nc3scc(-c4ccc(OC)c(OC)c4)c3c(=O)o2)cc1	-7%	-7%	.	?	0.0	.	-6%	-5%	35%
O=C(NCc1ccc(Cl)cc1)C(=O)NCC1OCCN1C(=O)c1cccs1 (centres undefined)	1%	6%	13%	23%	0.3	6%	-1%	0%	4%
Cc1cc(=O)[nH]c(Nc2cccc(F)c2)n1	12%	1%	-7%	95%[activator]	-0.2	-5%	-2%	15%	14%
CC(C)(C)N(Cc1cc2ccccc2[nH]c1=O)C(=O)c1ccco1	-9%	-6%	-27%	87%[activator]	1.3	8%	1%	10%	1%
COC(=O)C1=C2SC(C)C(=O)N2C(N)=C(C#N)C1c1ccc(OC)c(OC)c1 (centres undefined)	-14%	-13%	?	11%	-2.5	-1%	0%	-4%	53%
Cc1ccc(NC(=O)C2CCN(S(=O)(=O)c3ccc4ccccc4c3)CC2)nc1	-21%	.	-15%	13%	0.0	-6%	.	-10%	.
O=C(NC(=S)NCc1cccnc1)c1cc(Br)ccc1Cl	-6%	-19%	10%	18%	-0.8	4%	-8%	-2%	-5%
Cc1ccc(C(=O)COC(=O)CNC(=O)CNC(=O)c2ccc(C)cc2)cc1	-14%	-12%	1%	37%[activator]	-0.1	.	-6%	7%	6%
CN(C)S(=O)(=O)N1CCC(Oc2cccc(C(=O)NC3CCCCC3)c2)CC1	-1%	-1%	14%	11%	-0.7	-4%	-2%	7%	69%
CC1c2ccccc2-c2ccccc2N1C (centres undefined)	-4%	.	6%	54%[activator]	.	-23%	.	.	.

Gathered by group: those above with fluorine.
SMILES	Pol kappa inh	Anesthetic bind	ALOX12 inh	POLI inh	TRHR ag	ERG-DNA inh	BLM inh	APEX1 inh	POLB inh
O=C(CSc1nnnn1-c1ccccc1F)NNC(=O)c1ccco1	1%	-3%	-5%	-21%	0.7	1%	0%	-1%	8%
Cc1ccc(OCCn2c(C3CC(=O)N(Cc4ccc(F)cc4)C3)nc3ccccc32)c(C)c1 (centres undefined)	-13%	65%[activator]	-20%	-12%	-0.9	5%	0%	.	6%
CC1CCN(C(=O)Cn2cc(C(F)(F)F)ccc2=O)c2ccccc2S1 (centres undefined)	10%	.	198%[activator]	-9%	.	-7%	.	-20%	.
CC(=O)c1c(C)[nH]c(C(=O)Nc2ccc(F)c(F)c2F)c1C	-6%	0%	7%	39%[activator]	-0.6	-6%	-2%	40%[activator]	-28%
Cc1ccc(C(=O)N2CCCC(C(F)(F)F)C2)cc1S(=O)(=O)N1CCCCC1 (centres undefined)	-10%	.	?	29%	-0.1	4%	.	36%[activator]	.
Cc1ccc(NC(=O)CN2CCN(c3ccccc3F)CC2)cc1F	-6%[60.1 µM]	6%	-8%	12%	-1.0	1%	-5%	.	-23%
O=S(Cc1ccc(Br)cc1)Cc1nnc(SCc2c(F)cccc2Cl)n1-c1ccccc1 (centres undefined)	-19%	-11%	?	7%	-1.2	-8%	-8%	-3%	1%
COc1ccccc1CN(C)C(=O)CSCC(=O)Nc1ccccc1F	1%	.	352%[activator]	63%[activator]	.	3%	.	32%	.
Cc1cc(=O)[nH]c(Nc2cccc(F)c2)n1	12%	1%	-7%	95%[activator]	-0.2	-5%	-2%	15%	14%

Some of the compounds tested; count on the stated rates, not on these rows.
